p53ts 32C tox: qHTS Screen for Compounds that Selectively Target Cancer Cells with p53 Mutations: Cytotoxicity of p53ts Cells at the Permissive Temperature; H1299-p53A138V at 32C, ATP luminescence viability, 24 h; Potency, µM (top dose mostly 46.1 µM), for inactives: top-dose activity change, negative = cytotoxicity, most hits filed as cytotoxic; actives 0.93% (n = 130,000); AID 924, 2007;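 also: 0% = DMSO and -100% = full killing by reference compound; nearly all actives have a fitted effect of over 55% in size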
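Cells: H1299 p53ts (A138V), 600/well, pre-incubated 16–30 h at 37C. Cpd up to 46 uM, 24 h, 32C. Readout: ATPlite luminescence, 20 min RT. Normalization: DMSO vs tamoxifen 100 uM. AC50 by Hill equation.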
IkB signaling: IkB Signaling | ABC-DLBCL IkBa-CBG/CBR dual luciferase ratio, 4 h; response scale: scaled: untreated 0%, proteasome inhibitor 100% | Potency, µM (top dose mostly 57.1 µM), for the others: top-dose IkBa stabilization activation | actives 0.04% (n = 110,000) | AID 445, 2006; active = well fitted curve in the direction sought with a large enough effect in the signal ratio, not every such curve was filed as active; inconclusive = small, poorly fitted or top-dose-only effect, or a change in a side signal; the % refers to the signal ratio;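 also: the direction sought is a rising ratio; 0% = basal untreated cells and 100% = reference inhibitor full response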
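Curves were fitted separately to fusion (green), unfused (red) and ratio luminescence, then classed by r2, magnitude and activity. Cells: OCI-Ly3, 4 h compound plus doxycycline at 37C; 10 uM MG-132 defined full response.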
Peg3 imprint: qHTS Assay for Compounds that Induce Erasure of Genomic Imprints; mouse ES Peg3-LacZ reporter, beta-gal luminescence, 40 h; actives 0.02% (n = 110,000); AID 1948, 2009; Potency, µM (titrated, usually from 60.7 µM), for the others: at the top dose activity change, positive = activation, actives largely listed as activators;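 also: 0% = negative control wells on the plate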
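Each well holds 300 Peg3LacZ-Neo (maternal) female ES cells incubated 40 h at 37C, 5% CO2. LacZ is measured by BetaGlo luminescence, with AC50 and maximum efficacy derived from dose-response curves.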
p53ts 39C tox: qHTS Screen for Compounds that Selectively Target Cancer Cells with p53 Mutations: Cytotoxicity of p53ts Cells at the Nonpermissive Temperature; Potency, µM (top dose mostly 46.1 µM), for inactives: at the highest dose activity change, negative = cell killing, most hits filed as cytotoxic; H1299-p53A138V viability at 39C, ATP luminescence, 24 h; AID 902, 2007; actives 1.5% (n = 130,000); also: nearly all actives have a fitted effect of over 55% in size
* = called active by the depositor; ? = inconclusive; nt = not tested or not shown; & = joins results of further samples; [ ] = dose if it differs, or a comment. Unless noted, calls follow the shape of the dose curve; as a rule, active = well fitted curve in the direction sought with a large enough effect; inconclusive = small, poorly fitted or top-dose-only effect, or another doubt; inactive = no such curve, though single readings can be large; an effect the other way counts as inactive or inconclusive. Unless noted, % is scaled to controls: 0 for no effect and ±100 for the full control effect; potency is read from the fitted curve at half-maximal effect.

The line under a structure holds: p53ts 32C tox, IkB signaling, Peg3 imprint, p53ts 39C tox
Cc1ccc(N2CC(C(=O)Nc3ccc(Cl)cc3Cl)CC2=O)cc1 (centres undefined)
→ 3.3%, 1.1%, 7.6%[10.9 µM], 11.0%
CC(=O)N1CCN(c2ccc(Nc3ncnc4c3oc3ccccc34)cc2)CC1
→ -28.7%, ?, -41.9%[inhibitor], 2.3%
O=c1[nH]cnc2nc[nH]c12
→ 21.6%, nt, 1.8%, 21.8%
O=C(CCc1ccccc1)Nc1ccc(Cl)cn1
→ 13.3%, ?, -21.8%, 2.2%
N#Cc1ccc(NC(=O)Nc2ccc(Cl)cc2)cc1
→ 27.4%, ?, -22.1%, 18.5%
O=C(Nc1nccs1)c1cc2sccc2n1Cc1ccc(F)cc1
→ -20.5%, ?, -11.3%, -13.3%
CCOC(=O)c1ccc(NC(=O)C(Cc2ccccc2)NS(=O)(=O)c2ccc(Br)s2)cc1 (centres undefined)
→ 7.3%, -0.8%, 3.9%[10.9 µM], 5.3%
Clc1ccc(-c2ccc(CNCCSc3nnnn3-c3ccccc3)o2)cc1
→ -5.0%, ?, -6.3%[10.9 µM], ?
COc1ccccc1-c1cc(C(F)(F)F)nc(N2CCN(c3ccccc3)CC2)n1
→ 13.2%, 1.0%, -6.7%, 13.9%
CCC(Sc1nc2cc(OC)c(OC)cc2c(=O)n1Cc1ccc(Cl)cc1)C(=O)NCCOC (centres undefined)
→ 8.1%, -0.9%, -13.8%[10.9 µM], 2.3%
CCCn1c(-c2ccc(F)cc2)nc2c(NC3CCN(Cc4ccccc4)C3)nc(C)nc21 (centres undefined)
→ -21.2%, nt, -26.1%, ?
O=C(Nc1ccccc1N1CCCC1)c1cccnc1Cl
→ 10.0%, nt, nt, 8.6%
Cc1ccc(S(=O)(=O)Nc2cc3c(cc2Cl)n(C)c(=O)c(=O)n3C)cc1
→ 2.1%, -2.6%, -2.1%[10.9 µM], -5.1%
Cc1cc2nc(-c3ccc(SCC(=O)N4CCN(C(=O)c5ccco5)CC4)nc3)[nH]c2cc1C
→ 6.31µM*, ?, -41.9%[inhibitor], 5.01µM*
COC(=O)c1ccc2c(=O)n(CCCCCC(=O)NCc3ccc(Cl)cc3)c(=O)[nH]c2c1
→ 10.1%, -2.1%, 13.9%[10.9 µM], -4.8%
Cc1cccc(C)c1OCC(C)N (centres undefined)
→ -7.4%, nt, -11.8%&-26.6%, -0.6%
CC(=O)c1cccc(NC(=O)C2CCN(S(=O)(=O)c3ccc(C)cc3)CC2)c1
→ 3.1%, 1.2%, -5.9%, -3.5%
O=C(C1CCCN1S(=O)(=O)c1cccc2cccnc12)N1CCn2c1nc1ccccc12 (centres undefined)
→ 12.8%, -3.5%, -12.7%, -6.5%
CCOC(=O)c1c(NC(=O)OC)sc2c1CCC2
→ 1.8%, 2.0%, -10.1%, -0.6%
Cc1ccc(N2CCCCn3c2nc2c3c(=O)[nH]c(=O)n2C)cc1
→ 1.9%, -0.2%, -9.6%, -8.7%

Entries of single compounds from above. Order of screens: p53ts 32C tox	IkB signaling	Peg3 imprint	p53ts 39C tox
Listed for `Cc1ccc(N2CCCCn3c2nc2c3c(=O)[nH]c(=O)n2C)cc1` : 1.9%	-0.2%	-9.6%	-8.7%
Listed for `COC(=O)c1ccc2c(=O)n(CCCCCC(=O)NCc3ccc(Cl)cc3)c(=O)[nH]c2c1` : 10.1%	-2.1%	13.9%[10.9 µM]	-4.8%
Listed for `CC(=O)c1cccc(NC(=O)C2CCN(S(=O)(=O)c3ccc(C)cc3)CC2)c1` : 3.1%	1.2%	-5.9%	-3.5%

Carrying on.
The line under a structure holds: p53ts 32C tox, IkB signaling, Peg3 imprint, p53ts 39C tox
CC1(C)CC(=O)c2c(oc3cc4c(cc23)OCO4)C1
→ -5.3%, nt, -10.3%, -11.5%
CCc1nnc(NC(=O)Nc2ccccc2OC)s1
→ 13.2%, 1.4%, -8.2%, -6.3%
O=C(NCCN1CCCCC1)c1ccc2c(c1)OCCO2
→ -10.9%, -2.9%, -9.6%, -22.4%
COc1ccc2c(c1)OC/C(=C/c1ccc(OC)c(OC)c1)C2=O
→ -4.8%, nt, -44.7%[inhibitor], ?
CCN1C(=O)N(CC)C2C1N(C(C)=O)C(=O)N2C(C)=O (centres undefined)
→ -5.1%, -0.6%, 12.6%, 13.3%
Cc1ccc(-c2nc(-c3cc4c([nH]c3=O)CC(C)(C)CC4=O)sc2C)cc1
→ 13.8%, 1.8%, 6.6%[10.9 µM], 9.4%
Cc1cc(C(F)(F)F)nn1CC(=O)NCc1ccccc1
→ 4.8%, 0.8%, 6.7%, -5.0%
COc1ccccc1C(=O)n1nc(-c2cccnc2)nc1NCc1ccccc1
→ 3.7%, ?, 17.4%[10.9 µM], 12.4%
CCc1ccc(N2C(=O)CC(c3cc(OC)ccc3OC)C3=C2COC3=O)cc1 (centres undefined)
→ -1.7%, 0.5%, -13.8%[10.9 µM], -5.1%
CCOC(=O)c1ccc(NC(=O)CC2C(=O)N(c3ccc(C)cc3)C(=O)N2C2CCCCC2)cc1 (centres undefined)
→ 8.2%, -1.0%, -10.3%[10.9 µM], -10.7%
CCCCN(C)CCCNC(=O)C1CCN(S(=O)(=O)CC)CC1
→ -1.7%, 0.8%, -11.7%[10.9 µM], -17.0%
O=C(NCc1ccco1)c1cc2nc(C3CC3)cc(C(F)(F)F)n2n1
→ -2.4%, 1.4%, 4.0%, 4.5%
COc1cc(NC(=O)c2onc(C)c2Cl)c(OC)cc1Cl
→ -1.5%, -0.5%, -6.9%, 28.9%
Cc1nc2c(C(=O)NCCc3ccccc3)c[nH]n2c(=O)c1Cc1ccccc1F
→ ?, ?, -3.3%[10.9 µM], ?
CC(C)NC(=O)c1ccc(CSc2nc3ccncc3n2Cc2cccc(F)c2)cc1
→ -2.0%, ?, -7.5%[10.9 µM], -6.9%
Cc1cc2occ(CC(=O)NC3=NCCS3)c2cc1C(C)C
→ -25.4%, ?, -4.9%, -28.6%
COC(=O)c1cc(Br)ccc1-c1ccc(/C=N/n2nnnc2N)o1
→ 13.1%, 0.2%, -5.1%, 5.5%
COc1ccc2oc(-c3ccc(NC(=O)c4ccc(Cl)cc4Cl)cc3)nc2c1
→ -2.7%, 1.5%, -9.3%[10.9 µM], -13.6%
c1ccc(NCCSc2nc3ccccc3s2)cc1
→ 0.9%[9.22 µM], -1.4%[11.4 µM], -4.2%[10.9 µM], 2.4%[9.22 µM]
CCOc1ccccc1N(CC)C(=O)Cn1ncc2c(=O)oc3ccccc3c21
→ 7.1%, -1.4%, 6.4%, -4.1%
CNS(=O)(=O)c1cn(CC(=O)Nc2ccc(F)cc2F)cc1S(=O)(=O)NC
→ -0.8%, -1.6%, 4.9%[10.9 µM], 5.2%
CCN1C(=O)[C@H]2[C@H]3[C@H](O)[C@H](O)C/C(=N/OC[C@@H](O)[C@H]4O[C@H]5OC(C)(C)O[C@H]5[C@@H]4O)[C@@H]3CC[C@@H]2C1=O
→ 0.7%[9.22 µM], nt, nt, 4.4%[9.22 µM]
COc1c2ccoc2nc2c(OC)c(OC[C@H](O)C(C)(C)O)ccc12
→ 0.9%[20.6 µM], 1.4%[11.4 µM], -9.1%[16.8 µM], -0.6%[20.6 µM]
COc1ccc2cc3[n+](cc2c1OC)CCc1cc2c(cc1-3)OCO2
→ -9.2%, 1.2%, -13.3%, 1.5%
CCOc1ccccc1NC(=O)CCn1cnnn1
→ -9.7%, -5.6%, -3.0%[10.9 µM], 30.0%[activator]
CCC1CN(C(=O)N2CCC(C(=O)NCCc3cc(OC)ccc3OC)CC2)c2ccccc2O1 (centres undefined)
→ 24.8%, 4.9%, -10.1%[10.9 µM], 4.4%
CCN=C1SC(C(=O)NCCc2ccccc2)CC(=O)N1CC (centres undefined)
→ 4.2%, -1.4%, -12.1%, 4.3%
O=C(Cc1ccccc1)Nc1nc(-c2cccs2)cs1
→ 10.7%, ?, -17.3%, ?
CCn1cc(C(=O)N(C)Cc2ccccc2)c(=O)c2cc(S(=O)(=O)N3CCCCC3)ccc21
→ 7.6%, 0.1%, 17.5%[10.9 µM], 20.0%
Oc1c(C(c2ccc(Cl)cc2Cl)N2CCCC2)sc2nc(-c3ccco3)nn12 (centres undefined)
→ -2.1%, 5.3%, ?, -20.0%
COC(=O)c1ccccc1NC(=O)CSc1nc(O)cc(=O)n1C1CCCC1
→ 3.2%, 0.8%, -6.7%, 12.4%
CCCN(c1ccccc1F)S(=O)(=O)c1cc(-c2cc(C)no2)ccc1C
→ 4.2%, 1.3%, 14.8%[10.9 µM], -15.8%
Cc1cccc(/N=C/c2c(O)n(-c3cc(Cl)ccc3N3CCOCC3)c(=O)c3ccccc23)n1
→ 6.1%, 0.6%, -8.2%, -8.4%
CCn1cc(NC(=O)Nc2ccc(OC)c(OC)c2)c(C(N)=O)n1
→ 0.0%, -4.1%, -9.9%, 8.2%
CCOc1ccc(NC(=O)C(=O)NCCc2sc(-c3ccc(C)cc3)nc2C)cc1
→ -8.0%, -1.4%, -4.0%[10.9 µM], -20.8%
O=c1c2sc3ccccc3c2n(Cc2ccccc2F)c(=O)n1-c1ccccc1Cl
→ 0.9%, -1.7%, -11.6%[10.9 µM], 5.3%
COc1ccc(Cl)cc1NC(=O)c1cc2ccc3ccc(C)[nH]c3c2n1
→ -16.4%, ?, -14.7%[10.9 µM], -10.8%
Cc1ccc(C(=O)CSc2nnc(Cn3nnc4ccccc43)n2C)cc1
→ -5.6%, 0.5%, 3.1%, 5.3%
CCCNC(=O)N1[C@H](c2cccs2)[C@@H](C)C(=O)[C@@H](C)[C@@H]1c1cccs1
→ -7.2%, -1.0%, ?, -7.4%
Cc1ccc2c(c1)c1ncnc(N3CCC4(CC3)OCCO4)c1n2C
→ -14.9%, -3.2%, -15.4%, -23.0%
COc1ccc(C(=O)COC(=O)c2cccc(NC(=O)c3ccc(OC)c(OC)c3)c2)cc1
→ ?, ?, -75.2%[inhibitor][10.9 µM], 15.8µM*
CCN(C(=O)c1cc2c(=O)oc3ccccc3c2s1)c1ccc(C)c(C)c1
→ -10.3%, ?, -8.7%[10.9 µM], -8.0%
Cc1cccc(-c2cc3nc4c(c(N5CCCC(O)C5)n3n2)CCC4)c1 (centres undefined)
→ -3.7%, ?, -10.0%, -16.1%
COCCN(C(=O)CCCC(=O)Nc1ccccn1)C(C(=O)NC1CCCCC1)c1ccc(C)cc1 (centres undefined)
→ -2.5%, 3.0%, -11.9%, -8.9%
CCOc1ccccc1N(CC(=O)NC1CCCCC1)S(C)(=O)=O
→ 8.1%, -1.1%, 14.5%, 11.0%
Cc1cc(C)nc(-n2nc(C)c3c2NC(=O)CC3c2ccccc2OC(C)C)n1 (centres undefined)
→ 4.3%, ?, -8.3%[10.9 µM], 24.5%
O=C(c1cccc(F)c1)N1CCN(S(=O)(=O)c2ccccc2)CC1
→ 1.0%, 1.3%, 0.1%, 2.3%
O=C(CCN1CCCCC1)Nn1c(=S)[nH]c2ccccc2c1=O
→ 4.2%, 7.7%, -9.1%, 7.9%
O=C(Cc1ccccc1)N(Cc1cccnc1)c1nc2ccc(Cl)cc2s1
→ -2.4%, ?, -7.8%[10.9 µM], -14.6%
O=C(NCCSc1ccccc1)c1cccnc1
→ -3.4%, -0.7%, -10.4%, 1.4%
CCC(Oc1ccccc1)C(=O)Nc1cc(-c2cccc(C)c2)nn1-c1ccccc1 (centres undefined)
→ -3.0%, -2.7%, -10.3%[10.9 µM], -4.8%
O=C(CCn1nnc2ccccc2c1=O)N[C@H](C(=O)O)c1ccccc1
→ -3.2%, -0.3%, -4.6%, 11.0%

In the list so far, two have bromine.
The line under a structure holds: p53ts 32C tox, IkB signaling, Peg3 imprint, p53ts 39C tox
CCOC(=O)c1ccc(NC(=O)C(Cc2ccccc2)NS(=O)(=O)c2ccc(Br)s2)cc1 (centres undefined)
→ 7.3%, -0.8%, 3.9%[10.9 µM], 5.3%
COC(=O)c1cc(Br)ccc1-c1ccc(/C=N/n2nnnc2N)o1
→ 13.1%, 0.2%, -5.1%, 5.5%
